# Source: PubChem
# SENP7 inh – blocks the human protease SENP7; hit rate 1.5% among 330,000; inhibition, % at 5 µM; Q9BQF6; recombinant SENP7, Z-RLRGG-aminoluciferin luminescence, 40 min; AID 434973;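 active = inhibition above about 50% at the single test dose, limit read from the data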;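 note: plate controls were DMSO with enzyme for no effect and no enzyme buffer wells for full effect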
# Target sequence (Q9BQF6 706-1050 limits assumed): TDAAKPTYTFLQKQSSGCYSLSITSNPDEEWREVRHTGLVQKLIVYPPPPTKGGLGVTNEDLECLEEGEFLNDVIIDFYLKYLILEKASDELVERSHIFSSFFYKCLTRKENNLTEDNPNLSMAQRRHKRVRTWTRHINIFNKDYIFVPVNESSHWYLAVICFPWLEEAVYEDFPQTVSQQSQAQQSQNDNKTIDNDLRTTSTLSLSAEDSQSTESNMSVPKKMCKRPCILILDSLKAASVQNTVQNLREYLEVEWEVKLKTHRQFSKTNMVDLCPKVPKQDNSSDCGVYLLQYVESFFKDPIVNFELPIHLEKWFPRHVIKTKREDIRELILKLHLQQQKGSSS
# PfGluPho inh – PfG6PD (Plasmodium falciparum) enzyme inhibition. PfGluPho enzyme, NADPH resazurin-diaphorase fluorescence. AID 504690. inhibition, % at 20 µM. hit rate 0.78% among 350,000;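 active = inhibition reaching at least a set limit at 20 µM in the primary screen, cut at about 59% in these data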;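 note: 0% = DMSO wells with substrate and 100% = DMSO wells lacking glucose-6-phosphate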
# NR3A LBD binder – modulates the human NR3A ligand-binding domain. NR3A LBD differential scanning fluorimetry, Tm shift; 0% = protein alone, 100% = glycine-bound protein. Tm shift relative to glycine control, % at 25 µM. hit rate 2.5% among 340,000;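 active = melting temperature shift of at least 10% of the positive control shift, at one fixed dose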
# ATG4B inh – ATG4B (human) cysteine protease inhibition | ATG4B cleavage of LC3-PLA2, NBD-HPC fluorescence, 1 h | inhibition, % at 8.33 µM | hit rate 0.51% among 340,000 | Q9Y4P1 | AID 504462; in the data active = inhibition above about 40%
# Target sequence (Q9Y4P1 whole entry, looked up): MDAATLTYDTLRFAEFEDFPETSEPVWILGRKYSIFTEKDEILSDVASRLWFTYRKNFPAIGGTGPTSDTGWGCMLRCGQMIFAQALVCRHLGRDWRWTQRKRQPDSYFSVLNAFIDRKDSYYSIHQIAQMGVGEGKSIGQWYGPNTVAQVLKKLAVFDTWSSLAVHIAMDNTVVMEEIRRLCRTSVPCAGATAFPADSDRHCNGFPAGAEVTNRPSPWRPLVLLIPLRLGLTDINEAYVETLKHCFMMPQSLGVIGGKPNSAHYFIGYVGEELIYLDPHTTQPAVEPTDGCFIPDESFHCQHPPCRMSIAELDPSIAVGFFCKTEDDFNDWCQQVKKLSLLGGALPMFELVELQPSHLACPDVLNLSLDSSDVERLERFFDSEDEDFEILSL
# SENP6 block – inhibitors of human SENP6 protease | Q9GZR1 | Recombinant SENP6 catalytic domain, aminoluciferin luminescence | inhibition, % at 10 µM | hit rate 1.8% among 330,000 | AID 2599;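 active = inhibition above about 50% at the single tested dose, limit read from the data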;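 note: plate controls were DMSO wells with enzyme for no effect and DMSO wells lacking enzyme for full effect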
# HKDC1 inh – inhibitors of human hexokinase HKDC1; recombinant HKDC1, G6PDH/diaphorase resazurin coupled fluorescence; inhibition, % at 20 µM; hit rate 0.16% among 340,000; AID 493160;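 active = inhibition above about 35% when tested at 20 µM, limit read from the data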;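 note: plate controls were DMSO wells with enzyme for no effect and DMSO wells lacking enzyme for full effect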
#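 Assay system – recombinant HKDC1 (HK5) hexokinase enzyme, produced in-house · Input – HKDC1 at 5 µg/mL · Reagent – glucose plus 1 mM ATP as hexokinase substrates · Timing – 90 min reaction incubation at room temperature, dark · Measured by – G6PDH/diaphorase-coupled fluorescence, 1 mM NADP, 100 µM resazurin, 525/613 nm · Benchmarks – DMSO-enzyme wells negative, buffer-substituted wells positive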
# MPTP inh – inhibitors of mitochondrial permeability transition pore; isolated mouse mitochondria, Ca2+ swelling absorbance, 30 min; inhibition, % at 10 µM; hit rate 1.4% among 360,000; AID 602449;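 active = inhibition of 50% or more, scaled per plate between neutral and stimulator controls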;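 note: 0% = DMSO wells given calcium and 100% = 1 mM EGTA wells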
# SENP8 block – inhibitors of human SENP8 protease. Q96LD8. recombinant SENP8, Nedd8 substrate fluorescence. inhibition, % at 20 µM. hit rate 0.64% among 360,000. AID 602440; in the data active = inhibition mostly above about 40%, no sharp cut-off; inactive = mostly below about 27%
# Target sequence (Q96LD8 whole entry, looked up): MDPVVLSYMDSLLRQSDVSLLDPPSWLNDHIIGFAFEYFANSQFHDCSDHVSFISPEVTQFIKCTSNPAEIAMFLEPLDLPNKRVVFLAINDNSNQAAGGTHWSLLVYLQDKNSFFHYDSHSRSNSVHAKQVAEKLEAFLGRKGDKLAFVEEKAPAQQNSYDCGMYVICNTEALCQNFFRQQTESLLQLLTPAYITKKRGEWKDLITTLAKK
# * marks the source's active call; other numbers are inactive results; · = not tested or not shown.
SMILES,SENP7 inh,PfGluPho inh,NR3A LBD binder,ATG4B inh,SENP6 block,HKDC1 inh,MPTP inh,SENP8 block
N#CCCN(Cc1ccccc1)C(=S)NC(=O)c1ccccc1,0,-18,1,14,-4,-7,-0.6,22
COCCNc1nc(=S)[nH]c2cc(OC)c(OC)cc12,3,27,-24,-10,-23,6,-2.6,-30
Cc1cc(=O)[nH]c(SCC(=O)Nc2ccc(S(=O)(=O)N3CCCCC3)cc2)n1,-1,-32,4,1,-12,2,1.3,3
Cc1cc(C)nc(Nc2ccc(N3CCCC3)cc2)n1,2,58,-4,-5,0,5,0.3,9
Cc1ccc(C)c(N2N=C(C(=O)Nc3cccc(S(=O)(=O)N4CCCCC4)c3)CCC2=O)c1,-5,10,0,0,0,2,0.4,11
O=C(CCn1c(=S)oc2ccccc21)NC1CCCCCC1,2,-13,1,4,-6,-4,0.9,5
S=C1NCN(Cc2cccnc2)CN1c1cccc(Cl)c1,11,-9,-1,0,-8,0,-1.1,4
CCCc1cc(=O)oc2cc(OCC(=O)NCCCN3CCCC3=O)ccc12,-3,-3,-3,-6,10,-3,-0.6,-177
O=C1CC(N2CCN(c3ccccc3O)CC2)C(=O)N1Cc1ccccc1 (configuration not stated),12,6,-2,8,-13,2,4.0,1
CCC(C)(C(=O)NC1CCCCC1)N(C(=O)c1ccccn1)c1ccc(C)cc1 (configuration not stated),12,12,2,-13,5,-4,0.4,12
Cc1nc(C)c(CCNC(=O)c2ccccc2)s1,0,-1,1,0,0,-8,-0.6,12
CC1CCN(S(=O)(=O)c2ccc(NC(=O)c3ccco3)cc2)CC1,-1,-1,-3,6,-3,-2,-0.5,6

# In the list so far, these contain four or more nitrogen atoms.
SMILES,SENP7 inh,PfGluPho inh,NR3A LBD binder,ATG4B inh,SENP6 block,HKDC1 inh,MPTP inh,SENP8 block
Cc1cc(=O)[nH]c(SCC(=O)Nc2ccc(S(=O)(=O)N3CCCCC3)cc2)n1,-1,-32,4,1,-12,2,1.3,3
Cc1cc(C)nc(Nc2ccc(N3CCCC3)cc2)n1,2,58,-4,-5,0,5,0.3,9
Cc1ccc(C)c(N2N=C(C(=O)Nc3cccc(S(=O)(=O)N4CCCCC4)c3)CCC2=O)c1,-5,10,0,0,0,2,0.4,11
S=C1NCN(Cc2cccnc2)CN1c1cccc(Cl)c1,11,-9,-1,0,-8,0,-1.1,4

# Continued.
SMILES,SENP7 inh,PfGluPho inh,NR3A LBD binder,ATG4B inh,SENP6 block,HKDC1 inh,MPTP inh,SENP8 block
CN(C)C(=O)c1ccc(NC(=O)CSc2nc3ccccc3[nH]2)cc1,3,-2,1,-2,1,-11,-2.2,4
O=C(COC(=O)c1cnc(Cl)c(Cl)c1)NC1CC1,1,9,0,-7,8,-8,0.5,9
N#Cc1cnn(-c2cccc(Cl)c2)c1-n1cccc1,8,5,0,-9,-16,-4,1.6,9
Cc1cc2[nH]c(=O)c(=O)[nH]c2cc1S(=O)(=O)N(C)C1CCCCC1,0,-26,-5,2,-12,4,-1.2,-436
C=C1C(=O)O[C@H]2[C@H]1[C@H](OC(=O)/C(C)=C\C)C[C@]1(CO1)[C@@H]1[C@H](OC(C)=O)C=C(C)[C@]21O,·,8,0,-4,·,2,-0.8,-5
COc1cc(C=O)ccc1OCc1cccc(Br)c1,23,22,2,4,34,-7,1.1,3
COc1cc(-c2nnn(CC(=O)N3CCOCC3)n2)cc(OC)c1OC,4,-17,-1,3,0,-1,-2.9,14
COc1ccc(C2CC3(CC(C)(C)NC(=S)N3)Oc3cc(O)cc(C)c32)cc1OC (configuration not stated),-7,12,-5,-13,-26,0,-1.7,6
Cc1c(-c2cccc(NC(=O)c3ccco3)c2)nc2ncccn12,-4,7,-2,-5,4,-4,0.7,-430
COc1ccc(CN(C)C(=O)Cc2ccc(OC)c(S(=O)(=O)N3CCOCC3)c2)cc1OC,-3,2,2,-3,4,-11,-2.7,5
CC(Nc1cc(N2CCN(S(=O)(=O)N(C)C)CC2)ccc1[N+](=O)[O-])c1ccccc1 (configuration not stated),1,88*,2,-11,-6,0,0.1,16
O=C(N/N=C\c1ccc2c(c1)OCO2)c1ccc(Cn2cc(Br)c([N+](=O)[O-])n2)o1,12,5,3,-9,-23,-4,-0.2,15

# Profiles from above:
# `Cc1cc(C)nc(Nc2ccc(N3CCCC3)cc2)n1` as listed: SENP7 inh: 2; PfGluPho inh: 58; NR3A LBD binder: -4; ATG4B inh: -5; SENP6 block: 0; HKDC1 inh: 5; MPTP inh: 0.3; SENP8 block: 9
# `COCCNc1nc(=S)[nH]c2cc(OC)c(OC)cc12` as listed: SENP7 inh: 3; PfGluPho inh: 27; NR3A LBD binder: -24; ATG4B inh: -10; SENP6 block: -23; HKDC1 inh: 6; MPTP inh: -2.6; SENP8 block: -30

# Other structures
SMILES,SENP7 inh,PfGluPho inh,NR3A LBD binder,ATG4B inh,SENP6 block,HKDC1 inh,MPTP inh,SENP8 block
Cc1ccccc1CN1CCC(n2nccc2NC(=O)c2cccnc2)CC1,-13,6,3,10,3,-8,-0.5,12
C=CCn1c(SCCC(=O)O)nnc1-c1cccs1,-2,-15,-6,-1,-6,-1,8.5,15
COCCC(=O)N1CCC(Oc2ccc(C(=O)NCCc3cn[nH]c3)cc2)CC1,0,-6,2,-6,-14,-4,-0.7,5
CCCOc1ccc(N2C(=O)CC(NCCNc3ccc(S(=O)(=O)CC)cc3)C2=O)cc1 (configuration not stated),1,0,0,-7,-9,-1,1.0,15
Cn1nccc1NS(=O)(=O)c1ccc(C(C)(C)C)cc1,-4,-10,1,-13,-24,-8,14,10
COc1ccc(C2C(C#N)=C(N)OC3=C2C(=O)CC(C)(C)C3)c(OC)c1OC (configuration not stated),6,-1,-1,-8,1,-5,-5.1,30
COc1ccc(C2(C)NC(=O)N(CC(=O)Nc3ccc(Br)cc3F)C2=O)cc1OC (configuration not stated),3,-2,3,-4,2,1,-1.7,9
CCn1c(/C=N/Nc2ccc(C(=O)O)cc2)nc2ccccc21,11,-24,-2,0,45,2,-0.9,-261
CCOc1ccc(Br)cc1S(=O)(=O)NCCN(C)C,7,-6,-3,0,-3,-1,-0.6,10
COc1cc(C(=O)N/C(=C\c2cn(S(=O)(=O)N(C)C)c3ccccc23)C(=O)NCCCO)cc(OC)c1OC,2,18,-3,-7,-4,-5,-0.3,6
COc1ccc(C2CC2/C(=N/O)c2ccccc2)cc1 (configuration not stated),-8,-13,1,5,13,-6,-1.5,-2
CCCN(CCO)C1CCN(CCc2ccccc2)CC1,-2,-10,0,1,-14,5,-0.3,15
COc1ccc(OC)c(CCNC(=O)C(C)n2nc(C)c3c(C)n(-c4ccc(C)cc4)nc3c2=O)c1 (configuration not stated),5,2,1,-12,-2,-2,-0.3,6
CC(C)COCc1ccc(O)c2ncccc12,0,-16,-2,-3,-5,-14,-5.6,13
O=C1CC(NNc2ccccc2)C(=O)N1c1cccc(Cl)c1 (configuration not stated),-3,-1,-1,-10,-1,0,5.8,1
CC1=CC(C)(C)N(C(=O)CSc2nccn2C)c2cc(C)ccc21,-1,13,0,-1,-29,-10,-0.7,7
Cc1[nH]n(-c2ccccc2)c(=O)c1C(c1cccc([N+](=O)[O-])c1)c1c(C)[nH]n(-c2ccccc2)c1=O,15,-23,-3,1,11,-1,41,49*
O=S(=O)(NC1CCN(S(=O)(=O)c2ccc3c(c2)OCCO3)C1)c1c(F)cccc1F (configuration not stated),4,-3,0,8,4,-4,-1.0,9
C#CC[N+]1(CC#Cc2ccccc2)CCCC1,3,4,0,-6,-26,-8,-9.2,16
NC(N)=NS(=O)(=O)c1ccc(NC(=S)NC(=O)/C=C/c2ccccc2)cc1,13,9,-1,-2,1,-4,-0.7,6
O=C(/C=C/c1ccc(F)cc1)N1CCN(c2ncccn2)CC1,-5,4,2,-13,1,-8,-0.4,6
O=C(O)C1CCC(=O)N1Cc1ccccc1Cl (configuration not stated),2,-6,0,-2,-2,-1,0.7,18
NC(=O)NC(=O)COC(=O)c1ccc(Cl)c(S(=O)(=O)N(Cc2ccccc2)c2ccc(Cl)cc2)c1,6,2,7,24,8,12,0.7,11
Cc1ccc(OCCNC(=O)c2cccc(S(=O)(=O)N3CCN(Cc4ccccc4)CC3)c2)cc1,·,-12,3,-19,·,2,1.4,1
Cn1c(C(=O)NCCN2CCc3ccccc3C2)cc2c(=O)n(C)c3ccccc3c21,6,27,-3,-10,28,10,-1.0,-64
CCCS(=O)(=O)N1CCCC(C(=O)NCCCN(C)c2ccccc2)C1 (configuration not stated),2,-12,1,3,-26,-11,-0.3,11
C=CCn1c(SCC(=O)NCc2ccc3c(c2)OCO3)nc2scc(-c3ccccc3)c2c1=O,0,16,-1,-7,-7,1,-4.1,12
COc1ccc2nc(NCCCO)[nH]c2c1,8,0,0,-10,-4,1,-0.2,12
CC(=O)c1ccc(NC(=S)Nc2ccn(Cc3ccc(Br)cc3)n2)cc1,-5,0,6,-16,-9,-2,12,2
Cc1nc2ncnn2c(C)c1CCC(=O)NCCc1ccccc1,-3,-17,0,8,-5,-7,-0.3,13
COc1cccc(OC)c1C(=O)Nn1c(-c2cccs2)nc2ccccc2c1=O,-8,-29,-3,-3,2,5,-0.8,-15
O=C(NCc1ccccn1)Nc1cccc(Cl)c1Cl,0,-5,1,-7,-16,-1,-0.5,0
C[C@@H]1C=C(C(=O)NCc2nc3ccccc3[nH]2)O[C@H](OCCCCO)C1,3,24,1,-9,0,-4,0.7,7
Nc1ccccc1OCP(=O)(c1ccccc1)c1ccccc1,-6,13,0,-1,-4,-12,0.4,21
COCc1cc(C)nc(N/N=C/c2ccc(Cl)c(Cl)c2)c1C#N,-2,11,2,7,13,-2,-2.9,8
CCOC(=O)C1=C(C(F)(F)F)Nc2ncnn2C1c1cc(OC)ccc1OC (configuration not stated),3,-3,-2,-2,-2,-11,0.0,-3
CCOC(=O)C(CC)Sc1ncnc2nc[nH]c12 (configuration not stated),3,6,1,-10,-18,-3,-0.8,3
O=C(Nc1ccccc1O)c1cc(S(=O)(=O)N2CCOCC2)c(Cl)cc1Cl,1,7,3,-6,-13,-5,0.4,13
C/C(=N/Nc1ccnc2cc(Cl)ccc12)c1ccc(N)cc1,4,6,-2,0,-6,5,6.3,-385
Cc1ccc(C(N)=O)cc1S(=O)(=O)Nc1cccc(C)c1C,2,13,3,2,-2,-5,1.5,29
CCOC(=O)c1c(C)n(-c2ccc(F)cc2)c2ccc(O)cc12,1,18,2,-16,1,0,1.5,2
O=C(c1nc2n(n1)C(c1ccc(Cl)cc1)C=C(c1ccccc1)N2)N1CCOCC1 (configuration not stated),-2,6,0,-9,-17,0,-5.0,-464
O=C(Nc1cccc(F)c1)NC1(C(=O)N2CCN3CCCC3C2)CCCCC1 (configuration not stated),-10,-4,1,2,-8,-7,-1.1,24
COCCNC(=O)C(c1ccc(F)cc1)N(CCOC)C(=O)CCC(=O)Nc1ccccn1 (configuration not stated),-4,6,-2,-7,-17,-7,-0.5,5
Cc1nc(CN(C)C(=O)c2cc(COc3c(F)cccc3F)on2)cs1,2,-10,0,-12,12,-3,-0.2,6
COc1cccc(-n2c(O)c(C=NCc3ccccn3)c3ccccc3c2=O)c1,2,-20,1,0,-10,0,1.1,13
COCCCN(C(=S)NC(=O)c1ccc(Br)cc1)c1c(N)n(Cc2ccccc2)c(=O)[nH]c1=O,4,1,1,-7,0,9,4.9,-38
CN(C(=O)c1ccncc1)C1CCCCC1,0,-2,-2,-3,12,0,0.2,15
CCN(CC)C(=O)CN1C(=O)C2(NC(=O)c3ccccc3N2)c2ccccc21 (configuration not stated),6,-10,2,4,2,-6,-0.7,-408
Cc1cc(C(=O)NC2CCCc3ccccc32)no1 (configuration not stated),1,1,0,1,-4,-11,-1.5,11
O=[N+]([O-])c1ccc(-c2nnc(-c3ccccc3)c(N3CCOCC3)n2)cc1,6,-3,2,-5,-1,-5,0.2,17
O=C(CCc1nnc2ccc(NCc3ccccc3)nn12)NCC1CCN(C2CCCC2)C1 (configuration not stated),-5,10,1,-8,-3,1,-1.1,0
